697 NFkB inh: inhibitors of PMA/ionomycin-induced NF-kB reporter, 697 cells, primary screen, B-cell NF-kB inhibitor project, cell-based, luminescence, uHTS. 697 B-cell NF-kB luciferase reporter, 16 h. inhibition, % at 4 µM. 330,000 compounds, 0.33% hits. AID 435022, 2010; in the data active means inhibition above about 35%
CXCR6 inh: CXCR6 receptor inhibitors, primary screen, cell-based, beta-arrestin, luminescence, CHO-K1 PathHunter, 1536-well; AID 602244, 2012; inhibition, % at 20 µM; 360,000 compounds, 0.36% hits; C-X-C chemokine receptor type 6 (Homo sapiens), O00574; in the data active means inhibition above about 34%, passing the limit was not always enough;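 further: antagonist mode with CXCL16 agonist at 10 nM final; 0% = 10 nM CXCL16 with DMSO and 100% = unstimulated wells without agonist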
Target sequence (O00574 whole entry, looked up): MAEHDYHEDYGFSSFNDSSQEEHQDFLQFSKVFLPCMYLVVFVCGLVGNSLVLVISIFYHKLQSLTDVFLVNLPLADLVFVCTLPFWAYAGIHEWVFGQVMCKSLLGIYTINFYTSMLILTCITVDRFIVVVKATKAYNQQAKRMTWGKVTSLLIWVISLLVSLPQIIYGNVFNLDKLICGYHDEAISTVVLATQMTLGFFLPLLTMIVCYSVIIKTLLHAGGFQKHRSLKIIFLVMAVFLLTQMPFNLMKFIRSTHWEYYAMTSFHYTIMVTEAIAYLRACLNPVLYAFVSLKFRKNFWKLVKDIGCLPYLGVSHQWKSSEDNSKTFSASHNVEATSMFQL
Gli-Sufu block: Gli-Sufu pathway antagonists, primary screen, luciferase luminescence, Sufu-KO-LIGHT cells, uHTS. 340,000 compounds, 0.74% hits. inhibition, % at 5 µM. Sufu-KO-LIGHT fibroblasts, Gli luciferase reporter luminescence. AID 588413, 2011;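 active means inhibition above about 55%, limit read from the data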;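 further: 0% = DMSO-treated cells and 100% = wells with medium but no cells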
CCR6 antagonist: CCR6 receptor antagonists, primary screen, cell-based, CHO-K1, luminescence, beta-arrestin, uHTS; CHO-K1 CCR6 PathHunter beta-arrestin, CCL20-stimulated; inhibition, % at 20 µM; 340,000 compounds, 0.49% hits; AID 493098, 2011;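 active means compounds whose inhibition of the agonist-driven luminescence signal at 20 µM reaches about 50%, limit read from the data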;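 further: cells stimulated with CCL20 at 14 nM final; plate controls were DMSO with CCL20 for no effect and DMSO without agonist for full effect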
Target sequence (P51684 whole entry, looked up): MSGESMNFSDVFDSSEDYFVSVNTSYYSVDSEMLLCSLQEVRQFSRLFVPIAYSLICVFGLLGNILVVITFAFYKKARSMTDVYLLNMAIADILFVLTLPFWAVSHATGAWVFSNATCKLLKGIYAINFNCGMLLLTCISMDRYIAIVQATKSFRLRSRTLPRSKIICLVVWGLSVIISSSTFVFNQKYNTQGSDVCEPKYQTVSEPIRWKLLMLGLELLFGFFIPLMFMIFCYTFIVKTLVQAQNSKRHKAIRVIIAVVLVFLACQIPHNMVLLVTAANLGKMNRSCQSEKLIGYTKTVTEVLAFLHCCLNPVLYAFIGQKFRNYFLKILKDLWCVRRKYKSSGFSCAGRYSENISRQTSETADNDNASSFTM
Jurkat NFkB inh: inhibitors of induced NF-kB luciferase reporter, primary screen, TCR NF-kB activation inhibitor project, cell-based, luminescence, uHTS; Jurkat, PMA/ionomycin-induced NF-kB luciferase reporter; inhibition, % at 4 µM; 330,000 compounds, 0.53% hits; AID 435003, 2010; in the data active means inhibition above about 50%
EBI2 block: EBI2 receptor antagonists, beta-arrestin recruitment, primary screen, cell-based, luminescence, 7a,25-OHC stimulation, uHTS; G-protein coupled receptor 183 (Homo sapiens), P32249; 7a,25-OHC stimulated; inhibition, % at 5 µM; 360,000 compounds, 0.81% hits; AID 651636, 2012; in the data active means inhibition above about 38%;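 further: enzyme fragment complementation signal reports receptor beta-arrestin coupling in cells; 0% = agonist plus DMSO wells and 100% = wells without agonist; some results beyond the cut were filed as inactive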
APJ antagonist: antagonists of human apelin receptor APJ, primary screen, CHO-K1 cells, beta-arrestin complementation, luminescence; inhibition, % at 20 µM; AID 2521, 2010; P35414; 330,000 compounds, 0.32% hits;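 active means inhibition above about 40% at 20 µM, limit read from the data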;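 further: cells challenged with 10 nM apelin-13 agonist together with compound; plate controls were apelin-13 plus DMSO wells for no effect and DMSO wells lacking apelin-13 for full effect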
Target sequence (P35414 whole entry, looked up): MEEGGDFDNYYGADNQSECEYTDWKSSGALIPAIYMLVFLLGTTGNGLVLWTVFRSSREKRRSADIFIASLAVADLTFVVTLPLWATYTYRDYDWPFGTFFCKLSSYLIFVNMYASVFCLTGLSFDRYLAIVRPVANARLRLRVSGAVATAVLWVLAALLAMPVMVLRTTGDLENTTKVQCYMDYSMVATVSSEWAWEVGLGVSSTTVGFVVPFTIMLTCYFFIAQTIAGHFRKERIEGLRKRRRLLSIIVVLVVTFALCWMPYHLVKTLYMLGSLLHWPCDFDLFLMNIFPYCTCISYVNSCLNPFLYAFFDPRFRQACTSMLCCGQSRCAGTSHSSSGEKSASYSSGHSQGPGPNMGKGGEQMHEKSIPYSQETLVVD
UBC13 inh: UBC13 polyubiquitin chain formation inhibitors, primary screen, biochemical, TR-FRET, uHTS | inhibition, % at 20 µM | 330,000 compounds, 0.47% hits | AID 485273, 2010; in the data active means inhibition above about 45%, passing the limit was not always enough
Active calls of the source: *; · = not tested or not shown.

SMILES	697 NFkB inh	CXCR6 inh	Gli-Sufu block	CCR6 antagonist	Jurkat NFkB inh	EBI2 block	APJ antagonist	UBC13 inh
COc1ccccc1NC(=O)N(O)C1(C#N)CCCCC1	·	3	-3	4	·	-1	·	·
C[C@H](CO)N1C[C@H](C)[C@@H](CN(C)C(=O)NC2CCCCC2)Oc2c(NC(=O)CCC(F)(F)F)cccc2C1=O	14	-5	0	-6	4	-2	8	-6
COc1cc(C(=O)NCc2ccco2)cc(OC)c1OC	6	-2	4	13	1	1	-17	2
O=C(COc1ccc2ccccc2c1CN1CCOCC1)N1CCc2ccccc21	-32	-8	24	12	-4	10	2	-9
O=C(COC(=O)c1cc(NS(=O)(=O)c2cccs2)ccc1O)Nc1cc(Cl)ccc1Cl	27	-3	-1	11	-1	13	4	-5
CCSCCNC(=O)c1cncc(Br)c1	6	-6	-3	-16	1	2	3	4
CCOC(=O)N1CCC(N(CCN(C)C)C(=S)Nc2cccc(Cl)c2)CC1	15	0	8	4	2	-13	-3	24
CCN(CC)CCn1c(=S)[nH]c2ncccc2c1=O	1	-2	4	-8	-2	-16	4	-6
CCOc1ccc(N2CSC3=C(C#N)C(c4ccco4)CC(=O)N3C2)cc1 (centres undefined)	6	-3	1	-2	-18	-3	-44	15
CC(C)CC(=O)Nc1nnc(S(=O)(=O)N2CCCCCC2)s1	-2	13	5	9	-3	-4	-12	4
O=C(NC1CCSC1=O)C1CCCCC1 (centres undefined)	14	-4	15	5	-4	-1	-3	22
COc1ccccc1CNC(=O)CCc1c(C)nc2cc(-c3ccccc3OC)nn2c1C	18	-2	-3	7	-6	26	11	1
O=C(NCc1cccnc1)/C(=C/c1ccc(-c2cccc(Cl)c2)o1)S(=O)(=O)c1ccccc1	-3	10	1	0	4	3	17	2
CSc1ccc(/C=N/NC(=O)c2cccc(Cl)c2)cc1	-176	1	-36	-2	-106	14	-8	4
COc1ccc(Cn2c(=N)c(C(=O)NCC3CCCO3)cc3c(=O)n4ccccc4nc32)cc1 (centres undefined)	7	9	18	17	21	11	4	-13

The final 2 records of the part above open the next one:
SMILES	697 NFkB inh	CXCR6 inh	Gli-Sufu block	CCR6 antagonist	Jurkat NFkB inh	EBI2 block	APJ antagonist	UBC13 inh
CSc1ccc(/C=N/NC(=O)c2cccc(Cl)c2)cc1	-176	1	-36	-2	-106	14	-8	4
COc1ccc(Cn2c(=N)c(C(=O)NCC3CCCO3)cc3c(=O)n4ccccc4nc32)cc1 (centres undefined)	7	9	18	17	21	11	4	-13
Cc1ccc(C(=O)Nc2cc(Cl)ccc2Oc2ccccc2)cc1[N+](=O)[O-]	2	3	8	13	18	29	6	3
COc1cccc(-c2cccc(NC(=O)C3CCN(C4CCOCC4)CC3)c2)c1	-1	6	2	1	-13	-1	6	-4
COc1ccccc1C(=O)N/N=C(\C)c1ccc(NC(=O)Cc2ccccc2)cc1	2	11	8	0	-7	-8	-2	6
CCC(OC(=O)CNS(=O)(=O)c1ccccc1)C(=O)c1ccccc1 (centres undefined)	14	-3	33	-2	8	3	16	1
COc1ccc(CC(=O)Nc2ccc(-c3noc(-c4ccc(Cl)cc4)n3)cc2)cc1	7	-2	0	-13	22	12	2	-27
O=C(CN1C(=O)C2C3CCC(C3)C2C1=O)OCC(=O)c1ccc(Br)cc1 (centres undefined)	-11	8	4	12	4	-19	2	-5
COc1ccc2cc(Br)ccc2c1CC(=O)N1CCCC1	-3	16	29	15	-2	8	-15	-11
CC(C1CC1)N(Cc1ccccc1)C(=S)Nc1ccccc1Cl (centres undefined)	6	-6	8	19	9	7	0	6
COc1ccc(CNC(=O)CN(Cc2ccccc2)C(=O)CCC(=O)Nc2ccccn2)cc1	7	-5	-30	1	11	5	4	6
Cc1ccc(OCC(=O)Nc2c(C)nn(-c3ccccc3)c2C)c(Br)c1	-20	1	-3	14	14	-7	-8	1
CCOc1ccc(NC(=S)N(CCc2c(C)[nH]c3ccccc23)Cc2cccnc2)cc1	-2	-10	0	4	8	24	-71	14
S=c1sc2c(Cl)ncnc2n1-c1ccccc1	·	19	6	3	·	21	·	·
CC(OC(=O)CN1C(=O)c2ccccc2C1=O)C(=O)NC1CCCC1 (centres undefined)	12	2	-12	-7	-11	2	3	1
COc1ccccc1Nc1nc(C)cc(C)n1	-2	2	24	8	-4	9	5	-2
O=C(O)c1cnn(-c2nc(-c3ccc(F)cc3)cs2)c1C(F)(F)F	-5	-3	-35	12	0	2	2	7
CN1C[C@@H]2[C@@H]3C(=O)N(Cc4ccccc4)C(=O)[C@@H]3[C@](Cc3ccccc3)(C1=O)N2C(=O)c1ccc(Cl)cc1	·	9	-8	-3	·	-6	·	·
O=C(NCC(c1ccc(F)cc1)N1CCOCC1)c1ccc([N+](=O)[O-])o1 (centres undefined)	0	-2	-11	-4	-12	-9	-5	-16
CSc1nc(NC(C)(C)C)nc(N2CCOCC2)n1	0	1	-2	1	10	9	11	0
Cc1nn(CCCC(=O)NCc2ccccc2Cl)c(=O)c2nccn12	5	-7	7	0	8	-6	23	-2
Cc1ccc(-c2nnc(N3CCCCC3)c3ccccc23)cc1	-33	0	2	30	-8	12	0	-10
COCCNC(=O)CN1C(=O)/C(=C/c2ccccc2)Oc2ccc(C(C)(C)C)cc21	10	-1	10	11	12	13	13	12
CCN(CC(=O)NCc1ccc(F)cc1)C(=O)/C=C/c1ccc(OC)cc1	-3	2	-9	1	-2	62*	12	2
CCC(=O)c1cn([C@H](CCC(OC)OC)CC(=O)OC(C)(C)C)cc1CC	5	2	-8	12	-22	14	1	-3
Cc1ccc(CCNC(=O)C2CCC(=O)N(CC3CCCCC3)C2)cc1 (centres undefined)	7	8	-17	2	-21	18	14	0
COc1cc(CN2CCNC(=O)C2CC(=O)NCCc2ncccc2C)cc(OC)c1 (centres undefined)	11	0	3	3	-9	2	-6	14
Cc1cc(C)c2c(CN3CCOCC3)cc(=O)oc2c1C	-20	-3	-13	0	-17	1	-11	-9
NC(=O)C1(N2CCCCC2)CCN(c2nc(-c3ccc(Br)cc3)cs2)CC1	-3	-1	1	-5	0	24	0	-5
O=C(CSc1ccccn1)N1CCN(c2ccc(Cl)cc2)CC1	3	3	0	8	10	11	0	-1
O=C(c1ccccc1C(=O)N1CCN(c2ccccc2F)CC1)N1CCN(c2ccccc2F)CC1	11	5	3	22	10	6	6	8
O=C(O)c1cccc(NS(=O)(=O)c2cccc3cccnc23)c1	8	1	-1	3	11	-6	7	-6
COc1ccc(S(=O)(=O)N2CCCN(CC(=O)Nc3ccccc3F)CC2)cc1	6	8	-12	3	0	0	-1	3
O=c1c2ccccc2c(/C=N/c2n[nH]c(CCCO)n2)c(O)n1-c1ccccc1Cl	20	5	-4	-3	-19	16	2	-15
O=C(O)CC(NC(=O)C(c1ccccc1)c1ccccc1)c1ccc(F)cc1 (centres undefined)	-34	-5	-5	2	-5	-9	-6	-15
CCC(CC)C(=O)Nc1ccc(Nc2ccccc2)cc1	-22	2	2	15	-24	-7	3	4
COc1ccc(N2CCN(C(=O)COC(=O)c3cccc(S(=O)(=O)Nc4cccc(C)c4)c3)CC2)cc1	-20	9	10	10	0	12	-28	1
Cc1ccc(-n2c(=O)[nH]c3c(C(N)=O)nc(C(C)C)nc32)cc1	0	2	-13	6	1	4	10	1
O=C(CN1C(=O)c2ccccc2C1=O)NC(Cc1ccccc1)C(=O)O (centres undefined)	·	-4	8	4	·	1	·	·
Cc1ncc(CC(=O)n2cc(C(=O)c3cc(Cl)ccc3O)cn2)s1	3	-3	-9	5	1	8	14	5
Cc1ccc(CN(C)C(=O)c2cc(Br)c(Br)s2)o1	15	10	-25	0	10	11	6	0
CCOC(=O)C1CCCN(c2cc(C)nc3cc(-c4ccc(Cl)cc4)nn23)C1 (centres undefined)	-53	2	-3	-21	-27	36	-10	6
CC(C)CC(C(=O)O)C(C)CC(=O)Nc1ccn(-c2ccccc2)n1 (centres undefined)	16	4	-3	3	14	-3	21	1
COc1ccc(C)c2sc(NC(=O)C3=COCCO3)nc12	-2	0	·	·	4	2	9	15
COc1cccc(N=Nc2c(=O)[nH]n3c(=O)c4c([nH]c23)CCC4)c1	15	22	-3	38	11	6	36	-156
COc1cccc(N2C(=O)C(CC(=O)Nc3ccc(F)cc3)N(C3CCCCC3)C2=O)c1 (centres undefined)	-3	6	5	-12	-15	6	-23	0
COc1ccc(CCNC(=O)CN2CCN(c3ccccc3Cl)CC2)cc1	-7	1	7	28	14	33	16	3
COc1cc(C(=O)N(Cc2cccnc2)Cc2cc3cc4c(cc3[nH]c2=O)OCCO4)cc(OC)c1OC	16	-5	-2	0	3	-11	-30	1
O=C(O)Cn1cnc2scc(-c3ccccc3)c2c1=O	-22	1	10	-7	-4	-2	8	-8
COc1ccc2nc(C)cc(Nc3ccc(N4CCN(C)CC4)cc3)c2c1	11	1	9	18	74*	4	24	30
CCC(C)Sc1nc2c(c(=O)[nH]c(=O)n2C)n1Cc1ccccc1Cl (centres undefined)	-1	4	8	9	2	8	13	10
Cc1ccc(S(=O)(=O)/N=C2/NC(=O)/C(=C/c3cccnc3)S2)cc1	4	6	5	-3	0	-1	14	-12
COCCn1c(SCC(=O)Nc2nc(C)c(Cl)cc2Cl)nc2ccccc21	-10	-2	1	1	-12	3	-5	-5
O=C(COC(=O)C1CCN(S(=O)(=O)c2cccc3cccnc23)CC1)c1ccc(F)cc1	6	7	-5	6	-10	6	11	4
Cc1ccc(NC(=O)C(Cc2ccccc2)NC(=O)c2ccco2)cc1 (centres undefined)	14	8	18	-20	2	-8	-21	-4
COc1ccccc1C(=O)NCCC(=O)Nc1ccc(S(=O)(=O)N2CCCC(C)C2)cc1 (centres undefined)	2	-4	1	4	8	0	-12	16
CNCC(O)C(O)C(O)C(O)CO (centres undefined)	19	1	1	-5	-3	3	-61	-9
COc1ccc(S(=O)(=O)N2CCC(C(=O)NCCc3ccccc3)CC2)cc1OC	10	2	4	0	3	-5	-13	13
CC(Nc1ccc(N2CCOCC2)cc1)C(=O)N1c2ccccc2CC1C (centres undefined)	-40	-3	-3	1	-12	-5	-23	-12
COc1ccc2nc(C)cc(N3CCN(S(=O)(=O)c4ccccc4F)CC3)c2c1	-24	1	6	3	2	16	6	22
CCCCN(C(C)=O)c1ccc2c(c1)C1CC2CCN1C(=O)OCc1ccccc1 (centres undefined)	·	8	56*	2	·	-8	·	·
Cc1cccc(C)c1NC(=O)CN(C)C(=O)c1ccccc1SCC(=O)N1CCCC1	-8	-8	-16	9	8	-9	-40	7
CCCCCn1c(=S)[nH]c2cc(C(=O)N3CCCC3)ccc2c1=O	-13	1	10	-2	11	-8	-4	14
CCOc1cc(/C=C/c2nc3ccccc3c(=O)[nH]2)cc(Br)c1OC	-35	·	·	·	11	·	-8	-15
CC(C)(C)OC(=O)[C@H](Cc1ccccc1)NC(=O)c1[nH]cnc1C(=O)N[C@@H](Cc1ccccc1)C(=O)OCc1ccccc1	-29	-10	23	0	9	-33	4	-60

Whole records, looked up by structure:
Cc1ccc(S(=O)(=O)/N=C2/NC(=O)/C(=C/c3cccnc3)S2)cc1 across the screens: 697 NFkB inh: 4; CXCR6 inh: 6; Gli-Sufu block: 5; CCR6 antagonist: -3; Jurkat NFkB inh: 0; EBI2 block: -1; APJ antagonist: 14; UBC13 inh: -12
CC(Nc1ccc(N2CCOCC2)cc1)C(=O)N1c2ccccc2CC1C (centres undefined) across the screens: 697 NFkB inh: -40; CXCR6 inh: -3; Gli-Sufu block: -3; CCR6 antagonist: 1; Jurkat NFkB inh: -12; EBI2 block: -5; APJ antagonist: -23; UBC13 inh: -12

Quoted from the listing.
In CCR6 antagonist, `CNCC(O)C(O)C(O)C(O)CO` (centres undefined) is entered as -5
In 697 NFkB inh, `Cc1ccc(S(=O)(=O)/N=C2/NC(=O)/C(=C/c3cccnc3)S2)cc1` is entered as 4
In Jurkat NFkB inh, `CCCCCn1c(=S)[nH]c2cc(C(=O)N3CCCC3)ccc2c1=O` is entered as 11
In APJ antagonist, `CCC(C)Sc1nc2c(c(=O)[nH]c(=O)n2C)n1Cc1ccccc1Cl` (centres undefined) is entered as 13
